Screening results (PubChem)
TGFb inhibitor: blocks TGF-b signaling | HepG2 CAGA-GFP TGF-b/SMAD3 reporter, GFP fluorescence, 18 h; TGF-beta stimulated, 500 pg/mL final | Potency, µM (top dose mostly 46.1 µM), for inactives: at the highest dose activity, negative = inhibition, usual class: inhibitors | hit rate 1.2% among 410,000 | AID 588855; further: potency means the concentration at half of the fitted maximal effect; on the % scale 0 is the no-effect control and ±100 the full control effect; nearly all actives have a fitted effect of over 65% in size
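HEPG2 CAGA-GFP cells (1000/well, DMEM with 1% FBS) were pre-incubated 2 h at 37 degrees C, given compound by pin tool, then stimulated with TGF-beta at 500 pg/mL final for 18 h before per-cell GFP fluorescence imaging.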
EPAC2 agonist: activates human EPAC2 exchange factor | Q8WZA2 | EPAC2 activation, biochemical qHTS; response scale: 100% = 6.5 mM cAMP response | Potency, µM (series often up to 154 µM), inactives show top-dose activation, most hits filed as activators | hit rate 0.079% among 360,000 | AID 720711; further: potency means the concentration at half of the fitted maximal effect; nearly all actives have a fitted effect of over 50% in size
Target sequence (Q8WZA2 whole entry, looked up): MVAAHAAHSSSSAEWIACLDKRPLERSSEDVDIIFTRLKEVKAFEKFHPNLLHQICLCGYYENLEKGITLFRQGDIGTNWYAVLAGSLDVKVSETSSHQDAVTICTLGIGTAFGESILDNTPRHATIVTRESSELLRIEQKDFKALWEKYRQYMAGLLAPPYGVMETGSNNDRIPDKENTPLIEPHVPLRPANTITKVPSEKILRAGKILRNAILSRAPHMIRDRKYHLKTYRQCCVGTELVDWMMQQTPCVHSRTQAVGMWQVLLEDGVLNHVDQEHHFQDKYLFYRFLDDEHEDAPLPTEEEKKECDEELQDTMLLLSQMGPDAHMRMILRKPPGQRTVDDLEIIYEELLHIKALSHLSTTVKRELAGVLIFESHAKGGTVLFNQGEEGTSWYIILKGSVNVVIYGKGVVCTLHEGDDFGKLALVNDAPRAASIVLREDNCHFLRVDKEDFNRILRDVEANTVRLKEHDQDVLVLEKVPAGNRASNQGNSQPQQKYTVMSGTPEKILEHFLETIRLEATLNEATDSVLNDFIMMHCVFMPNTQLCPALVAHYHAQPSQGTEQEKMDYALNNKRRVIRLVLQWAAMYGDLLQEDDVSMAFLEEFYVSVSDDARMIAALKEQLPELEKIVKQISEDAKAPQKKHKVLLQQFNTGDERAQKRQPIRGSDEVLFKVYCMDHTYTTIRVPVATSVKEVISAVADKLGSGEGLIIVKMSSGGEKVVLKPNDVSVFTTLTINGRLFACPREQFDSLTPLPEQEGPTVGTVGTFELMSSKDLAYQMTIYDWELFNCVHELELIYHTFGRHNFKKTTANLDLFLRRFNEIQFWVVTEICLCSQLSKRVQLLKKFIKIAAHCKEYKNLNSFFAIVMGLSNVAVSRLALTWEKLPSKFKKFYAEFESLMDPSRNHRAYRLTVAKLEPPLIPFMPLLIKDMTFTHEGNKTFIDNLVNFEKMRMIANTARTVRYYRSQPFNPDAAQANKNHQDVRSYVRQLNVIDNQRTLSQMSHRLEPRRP
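Exchange assay: 100 nM EPAC2 with 250 nM Rap1B-BODIPY-GDP and 50 uM GDP. Fluorescence (ex 480/em 540 nm) read every 5 min for 30 min at room temperature. Data normalized to 6.5 mM cAMP as agonist control.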
pAkt inh: blocks phosphorylation of Akt | Neuro2A IGF-stimulated pAkt S473 HTRF, 20 min; hits give low values | activity change, % for hits at 50 µM | hit rate 0.32% among 360,000 | AID 651550; in the data active means activity change below about -80%; inconclusive means mostly about -51% to -80%; further: on the % scale 0 is the no-effect control and ±100 the full control effect
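Neuro2A cells in DMEM with 0.5% FBS, overnight at 37 deg C, given compound at single 50 µM final, then IGF (6 nM final) for 20 min at 37 deg C. Lysed; phospho-Akt Ser473 by HTRF after 24 h, 665/615 ratio.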
CCT chaperon mod: changes cytosolic chaperonin activity. purified chaperonin ATPase assay, HTRF ADP detection, 30 min. AID 651819. activity change, % (no concentration beside the values), hits read low. hit rate 0.3% among 360,000; in the data active means activity change below about -30%; further: on the % scale 0 is the no-effect control and ±100 the full control effect
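Nucleotide hydrolysis assay: TRiC at 20–40 nM final (set by batch activity) with 10 uM ATP, 30 min at 37 °C, in presence of 76 uM compound. Detection by competitive ADP HTRF, 30 min ambient.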
Mm-Cpn inhibitor: blocks the Methanococcus maripaludis chaperonin Mm-Cpn; purified Mm-Cpn ATPase, ADP Transcreener TR-FRET; Potency, µM (series often up to 76.9 µM), inactives show at the highest dose activity, negative = inhibition, actives largely listed as inhibitors; hit rate 0.031% among 330,000; AID 504842; further: potency means the concentration at half of the fitted maximal effect; on the % scale 0 is the no-effect control and ±100 the full control effect; nearly all actives have a fitted effect of over 80% in size
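ATPase read-out: TR-FRET ADP immunoassay (anti-ADP Eu cryptate vs ADP-d2), ex 320 nm, em 590/665 nm; signal drops as ADP forms. Enzyme 25 nM, ATP 10 uM, 30 min at 37°C after 10 min compound preincubation.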
A549 viability: kills or reduces viability of A549 cells in Nrf2 counter-screen | A549 ARE-Fluc cells, CellTiter-Fluor viability, 18-24 h | Potency, µM (series often up to 46 µM), for the others: at the highest dose activity change, negative = cytotoxicity, usual class: inhibitors | hit rate 0.16% among 390,000 | AID 504648; further: potency means the concentration at half of the fitted maximal effect; on the % scale 0 is the no-effect control and ±100 the full control effect
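Cytotoxicity counterscreen: CellTiter-Fluor fluorescence was measured in A549 ARE_Fluc cells after 18-24 h of compound exposure in a concentration series. The subsequent BugLite luminescent read reports ARE-luciferase activity.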
Nrf2 inh: inhibitors of Nrf2 signaling; A549 ARE-Fluc reporter, luciferase luminescence, 18-24 h; Potency, µM (top dose mostly 46 µM), for the others: at the highest dose activity change, negative = inhibition, most hits filed as inhibitors; hit rate 2.1% among 360,000; AID 504444; further: potency means the concentration at half of the fitted maximal effect; on the % scale 0 is the no-effect control and ±100 the full control effect; nearly all actives have a fitted effect of over 60% in size
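Nrf2 function is reported as luminescence of an ARE-controlled luciferase in A549 cells. Compounds were tested at several concentrations, and a CellTiter-Fluor read on the same wells flagged cytotoxicity.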
Nrf2 ARE act: activators of Nrf2 (ARE) signaling; AREc32 ARE-luciferase reporter (MCF7-derived line), luminescence, 24 h; Potency, µM (highest dose often 46.1 µM), for the others: at the highest dose activation, hits mostly activators; hit rate 0.31% among 410,000; AID 624171; further: potency means the concentration at half of the fitted maximal effect; % of control where 0% means no effect; nearly all actives have a fitted effect of over 65% in size
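AREc32_Fluc, 1000 cells/well, OPTI-MEM + 5% FBS, o/n 37 deg C 5% CO2; 23 nL cpd by pin tool, 24 hr; Steady-Glo 30 min RT, luminescence.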
EPAC2 antagonist: antagonists of human EPAC2; Q8WZA2; EPAC2 GEF exchange of Rap1B-BODIPY-GDP, fluorescence; Potency, µM (top dose mostly 114 µM), for the others: at the highest dose activity, negative = inhibition, most hits filed as inhibitors; hit rate 0.18% among 360,000; AID 720708; further: potency means the concentration at half of the fitted maximal effect; on the % scale 0 is the no-effect control and ±100 the full control effect; nearly all actives have a fitted effect of over 45% in size; many of its hits are not listed in these tables
* hit, by the source's call; i = inactive; ? = inconclusive; / = no result given. Unless noted, the call rests on the fitted dose curve; in most records, active means well fitted curve in the direction sought with a large enough effect; inconclusive means small, poorly fitted or top-dose-only effect, or another doubt; inactive means no such curve, though single readings can be large; an effect the other way counts as inactive or inconclusive. Not all compounds are listed. The share of hits here may be higher or lower than overall.

smiles	EPAC2 agonist	A549 viability	Nrf2 ARE act	Mm-Cpn inhibitor	pAkt inh	CCT chaperon mod	Nrf2 inh	TGFb inhibitor	EPAC2 antagonist
COc1ccc(CCNC(=O)CSc2nc(O)c(C(C)C)c(=O)[nH]2)cc1OC	2%	4%	0.0%	0%	i	-0.5	11%	25%	4%
COc1ccc(-c2cc(C)no2)cc1S(=O)(=O)NCCCN1CCCCCC1	3%	-4%	0.0%	-2%	i	0.7	-20%	-26%	-1%
O=S(=O)(Oc1ccc(C(=S)N2CCOCC2)cc1)c1ccc(Cl)cc1	14%	-8%	0.4%	-1%	i	-6.5	?	0%	-9%
CCCC1=NN(C(=O)Cc2ccc([N+](=O)[O-])cc2)C(O)(C(F)(F)F)C1 (stereo not given)	-15%	2%	0.8%	1%	i	1.7	-9%	-17%	-7%
COCOCCn1cc(CN2CCS(=O)(=O)N(Cc3ccc(-c4ccncc4)cc3)C(CC(C)C)C2=O)nn1 (stereo not given)	7%	/	0.1%	/	i	-2.0	/	0%	?
COc1cccc(NC(=O)CN2C(=O)CSc3ccc(S(=O)(=O)N4CCCCC4)cc32)c1	0%	1%	2.4%	-7%	i	-6.0	7%	-26%	-12%
CC(C)Cc1oc(C(=O)O)cc1CN	4%	9%	-0.5%	0%	i	-0.9	2%	6%	-1%
Cc1cc(SCC(=O)N2CCN(C(=O)c3ccco3)CC2)c(C)cc1Br	3%	-1%	-0.5%	-6%	i	-2.6	-26%	?	-12%
CN1CCN(c2nc3c(S(=O)(=O)c4ccc(Br)cc4)nnn3c3ccsc23)CC1	/	15%	0.0%	/	/	/	-1%	0%	/
CCC(=O)Nc1cccc(SC)c1	3%	0%	-0.5%	-1%	i	-1.7	-8%	13%	-1%
COc1ccc(Nc2ccc(Cl)nn2)cc1	8%	2%	-0.6%	0%	i	-4.5	16%	8%	0%
COc1ccccc1-c1cc(C(=O)N/N=C/C=C/c2ccccc2[N+](=O)[O-])c2ccccc2n1	10%	-13%	4.4%	0%	i	1.6	?	-10%	13%
CSc1ccccc1NC(=O)c1cc(-c2ccco2)on1	7%	7%	?	-5%	i	-1.9	1%	-6%	3%
CC(C)(C)C1COc2ccccc2N1C(=O)c1ccccc1Cl (stereo not given)	8%	0%	-0.5%	0%	i	-2.0	-14%	-12%	?
COc1ccc(CCNC(=O)c2cc(=O)c3cc(C)ccc3o2)cc1OC	-7%	-6%	3.4%	0%	i	-2.5	?	-7%	6%
Cc1cccc(-c2nc(C)cc(=O)[nH]2)c1	2%	-3%	-0.7%	0%	i	-2.2	2%	-3%	6%
COc1ccc(-c2nn(-c3ccccc3)cc2CO)cc1	-13%	-4%	0.1%	-3%	i	-3.2	?	5%	-6%
O=C(O)c1cc([N+](=O)[O-])ccc1NCc1ccccn1	9%	-23%	0.0%	0%	i	-1.2	8%	-5%	8%
O=C(CCSc1ccccc1)NNC(=O)c1ccccc1F	2%	8%	-0.5%	3%	i	-1.2	-18%	6%	0%
CN1CC(=O)N(CC(=O)N2CCC(Cc3ccccc3)CC2)C1=O	5%	1%	-0.4%	1%	i	-0.6	-15%	7%	4%

More structures:
smiles	EPAC2 agonist	A549 viability	Nrf2 ARE act	Mm-Cpn inhibitor	pAkt inh	CCT chaperon mod	Nrf2 inh	TGFb inhibitor	EPAC2 antagonist
CCCN(CCO)CCCc1ccccc1	0%	0%	1.5%	-3%	i	0.4	-5%	0%	13%
CC(C)OC(=O)Nc1ccc(-c2ccc(NC(=O)OC(C)C)cc2Cl)c(Cl)c1	-3%	1%	0.2%	1%	i	2.8	1%	0%	-22%
O=C(CSc1ccc2nnc(-c3ccccn3)n2n1)Nc1ccc2c(c1)OCCO2	0%	-16%	3.5%	2%	i	0.4	1%	7%	0%
COCCn1c(C)cc(C(=O)CSc2nc3ccccc3o2)c1C	-5%	-22%	-0.6%	-3%	i	1.4	?	0%	3%
Cc1ccc(C)c(CN2CCCN(Cc3ccccc3C)S2(=O)=O)c1	/	3%	3.6%	/	/	/	6%	0%	/
COCCCNC(=O)/C=C/c1ccc(Cl)cc1Cl	5%	-2%	0.5%	0%	i	-2.0	10%	6%	4%
Cc1ccc2occ(-c3cc(-c4ccc(F)cc4)nc4c3COc3ccc(F)cc3-4)c(=O)c2c1	/	-4%	6.9%	/	/	/	8%	-21%	/
O=C(Cn1c(=O)oc2ccccc21)Nc1ccc(C(=O)O)cc1	/	-3%	-0.4%	/	/	/	1%	-17%	/
CCN1C[C@@H]2[C@@H]3C(=O)N(C)C(=O)[C@@H]3[C@](CC)(C(=O)OC)N2C1=NCc1ccccc1	3%	-6%	-1.3%	/	i	0.0	9%	3%	12%
CN=C1SC(CC(=O)Nc2ccccc2F)C(=O)N1C (stereo not given)	6%	7%	0.3%	-1%	i	-0.5	5%	-4%	8%
CC(C)CNc1nc(NC(C)(C)C)nc(Oc2ccc(=O)[nH]n2)n1	-2%	-12%	2.6%	3%	i	3.6	-10%	21%	9%
CCOC(=O)C1CCCN(C(=O)c2cc(COc3ccc(C)nc3)on2)C1 (stereo not given)	10%	-1%	3.0%	-9%	i	-0.3	-26%	-16%	1%
COc1ccc(-n2nc(C(=O)NCC(=O)N3CCC(C(N)=O)CC3)c3ccccc3c2=O)cc1	7%	10%	-0.6%	0%	i	1.4	3%	5%	-3%
Nn1c(C2CCC2)nc2cc(Cl)ccc2c1=O	13%	-1%	0.5%	2%	i	1.1	-1%	-5%	-2%
CCC(C)NC(=O)CNC(=O)c1nn(-c2ccc(OC)c(Cl)c2)c(=O)c2ccccc12 (stereo not given)	3%	-5%	-0.6%	0%	i	-1.3	-6%	0%	-3%
Cc1ccc(C)c(CN2C(=O)c3ccccc3S(=O)c3ccc(C(=O)N4CCOCC4)cc32)c1 (stereo not given)	/	-14%	-0.5%	/	/	/	-20%	-28%	/
CCCc1c(C)c2ccccc2[nH]c1=O	3%	8%	0.4%	2%	i	-1.2	-30%	10%	-1%
CC(C)NC(=O)c1sc2nc(-c3cccs3)cc(-c3cccs3)c2c1N	?	10%	0.0%	-1%	-94%*	-0.4	?	31%	-21%
COc1ccc2c(c1)CCCC21NC(=O)NC1=O (stereo not given)	16%	0%	-0.9%	0%	i	-0.3	/	0%	16%
Cc1ccc(C)c(NC(=O)CN(C)S(=O)(=O)c2ccc3c(c2)CCC(=O)N3)c1	/	-3%	0.7%	/	/	/	-4%	-18%	/

Going on with the list.
smiles	EPAC2 agonist	A549 viability	Nrf2 ARE act	Mm-Cpn inhibitor	pAkt inh	CCT chaperon mod	Nrf2 inh	TGFb inhibitor	EPAC2 antagonist
N#CN=C(c1ccccc1)c1ccccc1	14%	-20%	-0.9%	1%	i	-4.4	-4%	6%	-2%
CSc1ncnc2c1ncn2CCCN1CCN(Cc2c(C)cc(C)cc2C)CC1	4%	/	3.0%	/	i	-0.2	/	1%	0%
O=C1Nc2ccccc2C(O)(C(=O)NCc2ccco2)N1c1ccc(Cl)c(Cl)c1 (stereo not given)	-3%	-18%	6.8%	0%	i	-0.5	33%	0%	4%
CC(C)c1ccc(CNC(=O)C2CCCN2S(=O)(=O)c2ccccc2)cc1 (stereo not given)	9%	0%	0.0%	2%	i	0.4	?	?	-8%
C/C(=N/O)c1ccccn1	7%	1%	0.2%	-3%	i	-0.5	-5%	0%	-11%
COc1ccc(-n2cc(C(=O)O)c(=O)cc2C)cc1	-1%	2%	0.0%	-3%	i	0.2	-3%	-11%	5%
CCOc1ccc(CN2C(=O)c3ccccc3C2C(=O)NCc2cccnc2)cc1 (stereo not given)	2%	8%	0.0%	-2%	i	-2.1	4%	-11%	3%
Cc1c(Cl)c([N+](=O)[O-])nn1CCCC(=O)Nc1sc2c(c1C(N)=O)CCC(C)C2 (stereo not given)	-10%	2%	-0.4%	-1%	i	-1.5	-5%	9%	-9%
COC(=O)C(C)(C(=O)OC)c1ccccc1[N+](=O)[O-]	-5%	-6%	0.2%	2%	i	0.0	-12%	1%	3%
CC(C)(C)OC(=O)C[C@H]1C/C=C\C[C@@H](CC(=O)N[C@H](CO)Cc2ccccc2)C(=O)NCCOC1=O	9%	6%	-0.6%	-2%	i	-2.1	-5%	-13%	9%
O=C(NCCN1CCC(n2c(=O)[nH]c3ccccc32)CC1)c1cc(F)cc(F)c1	-5%	/	1.4%	/	i	-0.7	/	/	-2%
CC(C)C(=O)Nc1cc2c3c(c1)CCN3C(=O)CC2	4%	-9%	0.8%	1%	/	1.0	-25%	12%	6%
CCOC(=O)Cc1cn(C(=O)OC(C)(C)C)c2ccccc12	16%	0%	3.2%	-1%	i	-1.3	2%	?	17%
Cc1nn(Cc2ccc(Cl)cc2Cl)c(C)c1NC(=O)NC12CC3CC(CC(C3)C1)C2	-2%	-12%	-0.6%	-2%	i	-0.3	21µM*	0%	-4%
CCn1c(Cc2ccccc2)nnc1SCC(=O)c1cccc([N+](=O)[O-])c1	8%	1%	0.0%	1%	i	0.7	-14%	-14%	-1%
O=C(Cc1cccs1)Nc1cccc(-c2nnc(-c3ccco3)o2)c1	14%	-4%	3.7%	-1%	i	-0.6	-14%	-5%	3%
Cc1ccc(C(C)NC(=O)c2c(C)noc2C)cc1C (stereo not given)	-3%	-2%	-1.1%	0%	i	-3.4	/	-6%	-2%
CC(=O)Oc1ccc(N2C(=O)C3C(C2=O)C(C(=O)c2ccc(Cl)cc2)N2CCCC32)cc1 (stereo not given)	28%	?	?	-4%	i	-1.3	?	?	5%
